Artemis inh – Artemis endonuclease inhibitors, primary screen, biochemical, fluorescence intensity, FAM/BHQ-1 hairpin substrate; recombinant Artemis, quenched FAM hairpin cleavage fluorescence; Protein artemis (Homo sapiens), Q96SD1; 0.78% of 30,000 active; inhibition, % at 10 µM;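 active = at 10 µM dose, at least 30% inhibition, measured as corrected fluorescence normalized to stimulator and neutral control wells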
Target sequence (Q96SD1 whole entry, looked up): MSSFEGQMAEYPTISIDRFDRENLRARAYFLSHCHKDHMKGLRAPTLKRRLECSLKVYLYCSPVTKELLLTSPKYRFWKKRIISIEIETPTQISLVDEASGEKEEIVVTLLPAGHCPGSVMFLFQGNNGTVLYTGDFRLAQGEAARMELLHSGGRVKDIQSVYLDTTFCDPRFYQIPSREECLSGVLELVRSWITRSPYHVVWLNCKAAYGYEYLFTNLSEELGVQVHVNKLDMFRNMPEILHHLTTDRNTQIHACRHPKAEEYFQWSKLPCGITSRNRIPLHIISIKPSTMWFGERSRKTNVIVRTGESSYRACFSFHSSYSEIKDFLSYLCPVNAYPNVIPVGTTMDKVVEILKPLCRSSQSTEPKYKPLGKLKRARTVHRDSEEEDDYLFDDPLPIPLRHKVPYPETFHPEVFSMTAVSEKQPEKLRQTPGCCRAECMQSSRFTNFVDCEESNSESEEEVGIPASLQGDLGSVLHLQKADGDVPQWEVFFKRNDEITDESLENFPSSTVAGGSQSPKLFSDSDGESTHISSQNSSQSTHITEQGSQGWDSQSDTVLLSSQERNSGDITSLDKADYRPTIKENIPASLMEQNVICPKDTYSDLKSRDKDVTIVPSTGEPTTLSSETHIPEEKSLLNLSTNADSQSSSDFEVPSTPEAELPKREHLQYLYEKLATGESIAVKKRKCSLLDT
* hit, by the source's call. These rows are one share of the data (hit frequency here may not be typical).

cpd	Structure	Artemis inh
1	CCCCOc1ccc(C(=O)N/C(=C\c2ccc(OC)cc2)C(=O)OCc2ccco2)cc1	18.1
2	CNc1nc2sc3c(c2c(=O)n1C)CC(C)(C)SC3	-0.6
3	N#CCSC1=Nc2ccccc2C2=NC(CCC(=O)N3CCN(c4ccccc4)CC3)C(=O)N12 (stereo unspecified)	17.6
4	Cc1nnc(SCc2cnc(-c3ccccc3)o2)[nH]c1=O	-9.4
5	COc1ccc(S(=O)(=O)N[C@@H](Cc2ccccc2)C(=O)N2CC[C@@]3(O)CCCC[C@H]3C2)cc1	3.9
6	CC1(C)C2([N+](=O)[O-])CN(CCO)CC1([N+](=O)[O-])CN(CCO)C2	1.0
7	CC(=O)N(C)C1(c2nnnn2CCOC(=O)Nc2cccc3ccccc23)CCCC1	3.1
8	CCOC(=O)[C@H]1CCC[C@@H](NS(=O)(=O)c2ccc(NC(C)=O)cc2)C1	-11.0
9	Nc1ccccc1SCC(=O)N1CCc2ccccc21	5.9
10	Cc1ccc(NC(=S)c2nc3ccccc3s2)cc1	-7.1
11	Cn1c(=O)c(C(=O)NCCO)c(O)c2ccccc21	4.9
12	CCOc1ccc2nc(SCC(=O)Nc3ncccn3)[nH]c2c1	0.7
13	N#Cc1c(NC(=O)CSc2n[nH]c(N)n2)oc(-c2ccccc2)c1-c1ccccc1	4.9
14	COc1ccc(N2CCN(CC(O)c3c[nH]c4ccc(OC)cc34)CC2C)cc1 (stereo unspecified)	-3.7
15	Cc1ccc(-c2noc(CCC(=O)Nc3ccccc3N3CCN(C)CC3)n2)cc1	-11.1
16	O=C(Oc1ccc2ccc(=O)oc2c1)N1CCOCC1	-2.5

By substructure, those above containing sulfur.
cpd	Structure	Artemis inh
2	CNc1nc2sc3c(c2c(=O)n1C)CC(C)(C)SC3	-0.6
3	N#CCSC1=Nc2ccccc2C2=NC(CCC(=O)N3CCN(c4ccccc4)CC3)C(=O)N12 (stereo unspecified)	17.6
4	Cc1nnc(SCc2cnc(-c3ccccc3)o2)[nH]c1=O	-9.4
5	COc1ccc(S(=O)(=O)N[C@@H](Cc2ccccc2)C(=O)N2CC[C@@]3(O)CCCC[C@H]3C2)cc1	3.9
8	CCOC(=O)[C@H]1CCC[C@@H](NS(=O)(=O)c2ccc(NC(C)=O)cc2)C1	-11.0
9	Nc1ccccc1SCC(=O)N1CCc2ccccc21	5.9
10	Cc1ccc(NC(=S)c2nc3ccccc3s2)cc1	-7.1
12	CCOc1ccc2nc(SCC(=O)Nc3ncccn3)[nH]c2c1	0.7
13	N#Cc1c(NC(=O)CSc2n[nH]c(N)n2)oc(-c2ccccc2)c1-c1ccccc1	4.9

(further entries)
cpd	Structure	Artemis inh
17	COc1ccc(S(=O)(=O)N2CCCCC2)cc1	-4.3
18	COc1ccc(C(=O)Nc2sc(C)c(-c3ccccc3)c2C#N)cc1OC	9.7
19	CCn1c(O)c(C=NCc2cccs2)c(=O)n(CC)c1=S	8.7
20	CN(C)CCSc1nnc2sc3ccccc3n12	3.0
21	Cc1cc(C)n(-c2nc(NCC(C)O)c3c4c(sc3n2)CCCC4)n1 (stereo unspecified)	39.2*
22	CS(=O)(=O)c1sc2nc(-c3cccs3)cc(-c3ccccc3)c2c1N	22.7
23	Cc1ccc(OCc2nnc(SCC(=O)N3CCc4ccccc43)n2C)cc1	-3.1
24	NC(=O)C(c1ccc(Sc2ccccc2)nn1)c1ccc(Cl)cc1Cl (stereo unspecified)	-2.0
25	CC(Cc1ccccc1)N/C=C1\CC(=O)NC1=O (stereo unspecified)	4.0
26	CCN(CC)S(=O)(=O)c1cccc(C(=O)N2CC(O)CC2C(=O)O)c1 (stereo unspecified)	-1.6
27	CN1CCCC(OC(=O)c2cc(Cl)ccc2Cl)C1 (stereo unspecified)	1.2
28	Cc1ccc(C2CC(c3cccc(Br)c3)Nc3nnnn32)cc1 (stereo unspecified)	9.3
29	Cn1c(CNc2nc(-c3ccccc3)cs2)nnc1SCC(=O)c1ccccc1	-3.5
30	CCc1ccc2[nH]c(=O)c(CN(Cc3ccccc3)Cc3nnnn3Cc3ccco3)cc2c1	21.1
31	COc1ccc(S(=O)(=O)N2CCCC(C(=O)O)C2)cc1Cl (stereo unspecified)	2.7
32	CCOc1ccc2cc(S(=O)(=O)n3ccnc3C)ccc2c1	-4.8
33	Cc1cccc(NC(=S)NCC2CCCO2)c1 (stereo unspecified)	-0.2
34	CCC1CCc2c(sc3ncnc(N4CCOCC4)c23)C1 (stereo unspecified)	2.2
35	CN(C)S(=O)(=O)CC12CCC(CC1=O)C2(C)C (stereo unspecified)	1.4
36	C[C@@H]1C[C@H](O)c2cc(Cl)ccc2N1	-5.0
37	COCCCNC(=O)c1c(N)n(-c2cccc(S(N)(=O)=O)c2)c2nc3ccccc3nc12	6.0
38	Cc1cc(=O)n(CC(C)C)c(O)c1C#N	5.6
39	N#CC1=C(N)OC2=C(C(=O)CCC2)C1c1ccncc1 (stereo unspecified)	-6.1
40	O=C(CSC1=NC(=O)C(c2ccccc2)C(=O)N1)Nc1cccc(Cl)c1 (stereo unspecified)	-4.7
41	CCOc1ccc(S(=O)(=O)N2CCN(c3ccccc3OC)CC2)c2cccnc12	-0.7
42	CCO/C=C/C(=O)N(C)CCC#N	5.5
43	CS(=O)(=O)N(CC(=O)NCC1CCCO1)c1cc(Cl)ccc1Cl (stereo unspecified)	-3.2
44	O=C(CC(c1ccc(F)cc1)c1ccco1)N1CCOCC1 (stereo unspecified)	-3.5
45	C=CCSc1nnc2c(n1)OC=Nc1ccc(Br)cc1-2	6.6
46	Cc1ccc(OCc2ccc(C(=O)Nc3nc4ccccc4n3Cc3ccccc3)o2)c([N+](=O)[O-])c1	9.6
47	O=C(CCCCCN1C(=O)c2ccccc2C1=O)NCc1ccccn1	-9.1
48	Cc1nnsc1NC(=O)OCc1ccc(C(F)(F)F)cc1	-2.7

Overlap with the part before: three entries, followed by the next part.
cpd	Structure	Artemis inh
46	Cc1ccc(OCc2ccc(C(=O)Nc3nc4ccccc4n3Cc3ccccc3)o2)c([N+](=O)[O-])c1	9.6
47	O=C(CCCCCN1C(=O)c2ccccc2C1=O)NCc1ccccn1	-9.1
48	Cc1nnsc1NC(=O)OCc1ccc(C(F)(F)F)cc1	-2.7
49	Cc1ccc(S(=O)(=O)NNC(=O)CCC(=O)Nc2ccccc2)cc1	0.9
50	NC(=O)C1CCN(C2OC(=O)c3ccccc32)CC1 (stereo unspecified)	-2.8
51	CCOc1ccccc1NC(=O)NC1(C(=O)N2CCN3CCCC3C2)CCCCC1 (stereo unspecified)	0.6
52	CN(c1ccccc1C(=O)Nc1cccc(C(F)(F)F)c1)S(C)(=O)=O	8.9
53	NC(=S)N/N=C/c1ccc(-c2ccc(Cl)c(Cl)c2)o1	16.1
54	COc1ccc(NC(=O)c2ccc(NS(=O)(=O)c3c(C)noc3C)cc2)cc1OC	3.6
55	CCOc1ccc(Nc2oc(-c3ccco3)nc2C#N)cc1	-4.2
56	CC(C)NC(=O)c1cnc(N2CCN(c3ccccn3)CC2)c2ccccc12	-5.2
57	S=C(Nc1ccc(Cl)c(Cl)c1)NC1CCN(Cc2ccccc2)CC1	12.6
58	CCSC(=O)N(CC)CC(=O)Nc1c(CC)cccc1CC	-14.4
59	COC(=O)[C@H](Cc1ccccc1)NC(=O)Nc1ccc(S(N)(=O)=O)cc1	0.7
60	COC(=O)c1ccc(CC(=O)c2ccc(O)cc2O)o1	11.0
61	CCC(C(=O)O/N=C(\N)c1ccc(C)cc1)c1ccccc1 (stereo unspecified)	0.1
62	CCOc1ccc(OCC)c(NC(=O)CN2CCN(c3cccc(C)c3)C(C)C2)c1 (stereo unspecified)	7.0
63	O=C1C2C3C=CC(C3)C2C(=O)N1c1ccc2ccccc2n1 (stereo unspecified)	-2.0
64	CCC(=O)N(Cc1cc2ccccc2[nH]c1=O)C(C)C	11.6
65	CCCc1nnc(NC(=O)CCCC(=O)O)s1	-1.6
66	Cc1ccc(C)c(S(=O)(=O)NC(C)C(=O)Nc2ccc(-c3nc4ccccc4s3)cc2)c1 (stereo unspecified)	2.6
67	CC1CCc2c(sc(NC(=O)CN3CCN(C(=O)c4ccco4)CC3)c2C#N)C1 (stereo unspecified)	-0.2
68	CS(=O)(=O)N1CCN(c2ccccc2NC(=O)c2ccc3ccccc3c2)CC1	5.2
69	c1cc(CNc2ccc3c(c2)OCCO3)ccn1	-0.3
70	CCN(c1ccccc1)S(=O)(=O)c1ccc(NC(=S)NC(=O)c2cccs2)cc1	5.6
71	Cc1ccc(-c2c3c(=O)n(C)c(=O)n(C)c3cn2Cc2ccccn2)cc1	-1.6
72	Nc1cccc2c1C(=O)N(C(=O)c1ccc(S(=O)(=O)N3CCCCCC3)cc1)C2=O	1.6
73	O=C(NC1C(=O)NNC1c1ccccc1)c1ccc(F)cc1 (stereo unspecified)	4.6
74	CCOc1ccc(C(Nc2ccc(C)cc2)P2(=O)OCCCO2)cc1 (stereo unspecified)	-7.0
75	Cc1nnc(SCC(=O)Nc2sc3c(c2C#N)CCCC3)[nH]c1=O	-2.0
76	Clc1ccc(Cn2cc(/C=N/n3cnnc3)c3ccccc32)cc1	3.5
77	C=CCn1c(C)cc(C(=O)COC(=O)C2CC(=O)N(Cc3ccccc3)C2)c1C (stereo unspecified)	9.2
78	c1ccc(C2=Nn3c(nnc3-c3ccncc3)SC2)cc1	2.2
79	COc1ccc(N2C(=O)CC(N3CCCC4CCCCC43)C2=O)cc1 (stereo unspecified)	-2.3
80	CN(Cc1ccccc1)C(=O)C1CCN(Cc2ccc(F)cc2)CC1	0.7
81	Cc1nc2ccc(N=NC3=C(O)CCCC3=O)cc2s1	8.6
82	Cn1ncc2nnn(-c3ccccc3)c(=O)c21	4.1
83	Cc1cc(C)c2[nH]c(=O)c(C(c3nnnn3Cc3ccc4c(c3)OCO4)N3CCCCC3)cc2c1 (stereo unspecified)	2.5
84	O=C(Nc1ccccc1)N(CCCN1CCOCC1)Cc1ccccc1F	-2.0
85	O=C(Nc1ccccn1)c1cccc(S(=O)(=O)N2CCCCC2)c1	-0.7
86	CCCc1nc(C)c(-c2ccc(OC)c(OC)c2)c(=O)[nH]1	14.4
87	CCOC(=O)c1cccc(NC(=O)CCc2nc(-c3ccccc3F)no2)c1	-8.6
88	Cn1c(=O)[nH]c(=O)c2c1ncn2CCN1CCCCC1	-1.3
89	COc1ccc(OC)c(-c2nnc(SCC(=O)N3CCCc4ccccc43)o2)c1	4.9
90	O=C1CSC(c2cn(-c3ccccc3)nc2-c2ccccc2)N1Cc1ccco1 (stereo unspecified)	-7.9
91	O=C(CSc1ccccc1C(=O)NCCCN1CCCC1=O)NCc1ccco1	-8.6
92	Cc1ccc(NC(=O)NCCCN2CCOCC2)cc1	-1.1
93	Cc1ccc(N2CCN(c3ccc(C)cc3)C2c2ccncc2)cc1	7.5
94	Oc1ccc(N2CCN(c3ncnc4sc5c(c34)CCC5)CC2)cc1	8.2
95	CCCCCC(=O)NC(NC(=S)N1CCOCC1)C(Cl)(Cl)Cl (stereo unspecified)	-1.3
96	Cc1ccc(C)c(-n2c(SCC(=O)Nc3nnc(C)s3)nnc2-c2ccoc2C)c1	5.1
97	CCC1CCCCN1S(=O)(=O)c1ccc(C(=O)Nc2nnc(-c3ccccc3Cl)o2)cc1 (stereo unspecified)	36.0*
98	O=C1OCCC1Sc1ncnc2sc3c(c12)CCC3 (stereo unspecified)	0.1
99	c1cncc(CNc2ccc3c(c2)OCO3)c1	2.9
100	Cc1ccc(C(=O)CSc2nccn2-c2ccccc2)cc1	6.6
101	CC1(C)CC(=O)C2=C(C1)N(c1ccccc1)C(N)=C(C#N)C2c1ccsc1 (stereo unspecified)	-1.3
102	c1coc(CSCc2cn3cccnc3n2)c1	-7.2
103	COc1ccc(NS(=O)(=O)c2ccc(O)c(C(=O)OCC(=O)N3CC(C)OC(C)C3)c2)cc1 (stereo unspecified)	-3.9
104	COc1cccc2c(C)c(C(=O)O)[nH]c12	7.4

(further entries)
cpd	Structure	Artemis inh
105	Cc1nc(SCC(C)C)[nH]c(=O)c1Cc1ccccc1	1.0
106	COc1ccc(CC(=O)Nc2ccc(-c3cn4ccccc4n3)cc2)cc1	-4.6
107	CCC1S/C(=N/N=C/c2cccs2)NC1=O (stereo unspecified)	0.6
108	O=C(Cc1cn2ccsc2n1)OCc1ccccc1	-6.2
109	C=C(C)COc1ccc(-c2n[nH]c(C)c2-c2ccccc2)c(O)c1	-6.0
110	O=C(CC(NS(=O)(=O)c1ccc(Cl)cc1)c1ccco1)NCc1ccco1 (stereo unspecified)	5.9
111	COc1cc(COCC(O)CN2CCOCC2)cc(OC)c1OC (stereo unspecified)	0.6
112	CCOC(=O)C1=C(C)NC(C)=C(C(=O)OCC)C1c1cc(N)ccc1OC(F)F	4.4
113	O=C(Nc1ccccc1)N1CC=C(c2ccc(F)cc2)CC1	6.7
114	COCCn1c(C)c(C(=O)O)sc1=S	-4.4
115	CCc1cc(=O)oc2cc(OCc3nn[nH]n3)ccc12	4.7
116	CCn1c(SCC(=O)O)nc2sc3c(c2c1=O)CCC3	10.5
117	COC(=O)C1=C(C)Nc2ncnn2C1c1ccc(OCc2ccccc2)cc1 (stereo unspecified)	-2.9
118	Cc1noc(C)c1COc1cccc(C(=O)Nc2ccc(OCc3ccccc3)cc2)c1	4.7
119	O=C(/C=C/c1ccc2c(c1)OCO2)NCCSCc1ccc(Cl)cc1Cl	8.2
120	COc1ccc(CCNC(=O)C(=O)NCc2ccccc2)cc1OC	1.8
121	COc1cccc(OCC(=O)Nc2ccccc2C(N)=O)c1	-10.8
122	COc1ccc(OC)c(Nc2nc(C3CC3)nc3c2nnn3Cc2ccccc2)c1	4.1
123	Cc1ccc(S(=O)(=O)CCc2nnc(NC(=O)c3ccccn3)s2)cc1	-0.5
124	CN(C)C=Nc1nonc1-c1ncn[nH]1	-3.5
125	CC1Cc2ccccc2N1C(=O)c1cc2sccc2n1Cc1ccccc1 (stereo unspecified)	4.5
126	CCOCCCNC(=O)C(c1ccc(C)cc1)N(Cc1ccc2c(c1)OCO2)C(=O)CNC(C)=O (stereo unspecified)	-10.4

Bioassay records: PubChem, Sanford-Burnham Center for Chemical Genomics
